Screening results deposited in PubChem BioAssay by several laboratories.
PMI inhibition: human PMI inhibitors, high substrate, primary screen, biochemical, fluorescence intensity, high mannose 6-phosphate (AID 1220) | actives 0.66% (n = 190,000) | one-dose inhibition, % at 20 µM; IC50 in µM for titrated hits | recombinant PMI enzyme, coupled fluorescence intensity; higher % means a stronger effect
T cell HTS: modulators of CD8 T cell-vesicle binding, primary screen, mouse 2C CD8+ T cells, flow cytometry | calls only at 7 µM | actives 0.068% (n = 330,000) | 2C CD8+ T cell-vesicle binding; hits give low values;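 active = response, share of CD8 T cells binding vesicles, and their 90th percentile fluorescence all below set limits, cut at about 80% in these data, passing the limit was not always enough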
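Incubation: binding step 1.5 h, 37 °C, antibody labelling 20 min, ice; system: murine 2C transgenic CD8+ T lymphocytes; technique: cytometric PE anti-B7-1 and Alexa647 anti-CD8 signals after 1% paraformaldehyde fixation; also added: QL9-charged Drosophila Ld/ICAM-1/B7-1 vesicles; control set: naked versus QL9-loaded vesicles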
UTI89 phage lysis: inhibition of K1F phage lysis, E. coli UTI89, bacterial capsule biogenesis inhibitors, alamar blue (AID 488966); E. coli UTI89 K1F phage lysis, alamar blue, 2 h; higher % means a stronger effect; actives 0.02% (n = 340,000); one-dose inhibition, % at 100 µM; IC50 in µM for titrated hits;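 active = phage lysis inhibition, versus mean bacterial control, above a set limit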;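 also: capsule biogenesis inhibitors block K1F phage lysis so surviving cells raise fluorescence; higher fluorescence means more inhibition of phage lysis; actives were called in the ten point dose series up to 300 µM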
P. falciparum M1AAP: P. falciparum M1AAP inhibitors, biochemical, fluorogenic H-Leu-NHMec substrate, 1536-well (AID 1445); actives 0.42% (n = 220,000); recombinant M1AAP, H-Leu-NHMec fluorogenic kinetic assay; higher % means a stronger effect; one-dose inhibition, % at 30 µM; IC50 in µM for titrated hits; Aminopeptidase N (Plasmodium falciparum (isolate 3D7));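 active = primary inhibition above the hit cutoff, then over 50% inhibition at one or more dose response concentrations, cut at about 23% in these data, passing the limit was not always enough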;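 also: plate controls were DMSO full reaction for no effect and no enzyme background for full effect; strong numbers were not always called active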
West Nile virus CPE: West Nile virus antiviral activity, cell-based, CPE readout (AID 1621) | CPE inhibition, % at 10 µM, or IC50 in µM where a hit was titrated | actives 0.02% (n = 290,000) | West Nile virus-infected cells, CPE inhibition; higher % means a stronger effect; in the data active = a potency from the dose series; also: strong numbers were not always called active
human PMI inhibition: inhibitors of human PMI, primary screen, biochemical, fluorescence intensity, coupled assay (AID 1209). Mannose-6-phosphate isomerase (Homo sapiens). purified PMI enzyme, coupled fluorescence intensity; higher % means a stronger effect. inhibition, % at 20 µM; hits with a dose series show IC50 in µM. actives 0.42% (n = 190,000);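 also: plate controls were DMSO vehicle for no effect and wells lacking substrate for full effect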
M17LAP inhibition: P. falciparum M17LAP inhibitors, primary screen, biochemical, fluorogenic H-Leu-NHMec substrate, 1536-well (AID 1619) | Leucine aminopeptidase (Plasmodium falciparum (isolate 3D7)) | recombinant M17LAP, H-Leu-NHMec fluorogenic kinetic assay; higher % means a stronger effect | inhibition, % at 30 µM, or IC50 in µM where a hit was titrated | actives 0.38% (n = 220,000);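 active = compound inhibiting the enzyme by more than half at any dose during confirmatory dose-response retesting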;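 also: plate controls were full reaction with DMSO carrier for no effect and no enzyme background for full effect; strong numbers were not always called active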
TNAP activators: human TNAP enzyme activators, primary screen, biochemical, luminescent, no phosphate acceptor, uHTS (AID 1001). Alkaline phosphatase, tissue-nonspecific isozyme (Homo sapiens). purified TNAP, luminescent activation assay, no phosphate acceptor; higher activation fold means a stronger effect. one-dose activation fold at 20 µM; EC50 in µM for titrated hits. actives 0.03% (n = 200,000); in the data active = activation fold from about 3, or a potency from the dose series; inactive = the rest, 99 in 100 with activation fold below about 1.6; also: many of its hits are not listed in these tables
RSV antiviral HEp-2: RSV antiviral activity via CPE protection, HEp-2 cells, primary 10 µM value included (AID 2391) | HEp-2 cells, RSV-induced CPE inhibition; higher % means a stronger effect | CPE inhibition, % at 10 µM; hits with a dose series show IC50 in µM | actives 0.13% (n = 310,000); in the data active = a potency from the dose series; also: strong numbers were not always called active
T cell HTS vesicle-bound %: also measured in T cell HTS; calls as there; double positive events, %; measured here: CD8+ vesicle-bound cell fraction;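 binding gate set so that unloaded-vesicle control wells show 10% double positive cells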
An asterisk follows results filed as active; i = inactive; . = not tested or not shown; [ ] = another dose, or the depositor's remark. Rule as the data show it, unless noted: active = inhibition above about 50%; inactive = the rest.

SMILES	PMI inhibition	T cell HTS	T cell HTS vesicle-bound %	UTI89 phage lysis	P. falciparum M1AAP	West Nile virus CPE	human PMI inhibition	M17LAP inhibition	TNAP activators	RSV antiviral HEp-2
COc1ccc(/C=C(/NC(=O)c2cccs2)C(=O)Nc2ccc(C)cc2)cc1OC	11%	i	23	3.2%	-3%	0.0%	10%	6%	1.1	1.3%
O=C(NCCN1CCN(C(=O)C(c2ccccc2)c2ccccc2)CC1)C(=O)Nc1ccccc1	-2%	i	35	-1.2%	-1%	-0.8%	-10%	7%	1	73%
O=C(NC1CC1)C1=C[C@@H](C2CC2)C[C@@H](OCCCCO)O1	.	i	33	-1.0%	.	0.1%	.	.	.	0.7%
CCOC(=O)C1CCCN(C(=O)Cc2c(F)cccc2Cl)C1 (stereo not drawn)	-3%	i	38	0.0%	-4%	-0.4%	4%	3%	1.1	0.7%
O=C(O)C1(S(=O)(=O)c2ccc(Cl)cc2)CCC1	.	i	27	0.1%	.	-0.4%	.	.	.	1.8%
O=c1ccc(-c2ccc(S(=O)(=O)Nc3cccc(F)c3)o2)n[nH]1	.	i	6	-0.2%	.	0.4%	.	.	.	1.5%
COc1ccc(N(CC(=O)Nc2ccccc2C)S(=O)(=O)c2ccccc2[N+](=O)[O-])c(OC)c1	.	i	30	-0.6%	5%	-1.9%	.	-21%	1.1	1.1%
COc1ccc(NC(=O)/C(=C\c2cccs2)NC(=O)c2ccco2)cc1	-2%	i	61	0.4%	6%	0.6%	6%	6%	1	0.7%
C/C(=C\C(=O)c1ccc(F)cc1)Nc1ccc(N2CCOCC2)cc1	12%	i	26	0.6%	7%	-0.9%	15%	-1%	1.1	22%
Brc1c(CSc2nnc(-c3ccco3)o2)nc2ccccn12	12%	i	40	0.3%	-1%	0.1%	8%	-1%	1.1	6.9%
O=P(O)(CCc1ccccc1)CN1CCCCC1	-1%	i	19	-0.3%	5%	0.2%	2%	3%	1.1	-0.4%
COc1cccc(C(=O)N/N=C(\CC(C)C)c2ccccc2)c1	4%	i	40	1.1%[50 µM]	-6%	-0.2%	2%	-10%	1.1	3.7%
Cc1cccc(N(C(=O)c2csnn2)C(C(=O)NCc2ccccc2)c2ccncc2)c1 (stereo not drawn)	.	i	26	0.1%	.	-0.5%	.	.	.	0.3%
CSc1ccc(CN(C)CC(=O)Nc2ccccc2Br)cc1	3%	i	44	5.0%	-1%	-1.0%	12%	-8%	1.2	7.7%
CCOC(=O)Cc1csc(NC(=O)c2csc(C)c2)n1	7%	i	52	3.4%	3%	-0.4%	10%	17%	0.9	0.6%
Cc1ccc(CN2CCCCC2C(=O)Nc2ccc(Oc3cccnc3)cc2)o1 (stereo not drawn)	.	i	18	0.3%	.	3.4%	.	.	.	-1.1%
COc1ccccc1CNC(=O)CN1CCN(S(=O)(=O)c2cccs2)CC1	0%	i	10	0.3%	-3%	-0.5%	-2%	1%	1.1	3.4%
COC1=C/C(=C/c2c(N)n3c(nc2=O)sc2cc(S(C)(=O)=O)ccc23)C=CC1=O	.	i	20	0.6%	46µM*	1.0%	.	7%	.	-1.5%
COc1cccc(CN(C(=O)Cc2c[nH]c3ccccc23)C(C(=O)NC2CCCCC2)c2cccs2)c1 (stereo not drawn)	19%	i	56	0.3%	13%	-0.2%	18%	-5%	1.1	3.8%
Cc1cccc2cc(CN(Cc3cccs3)C3(c4nnnn4C4CCCC4)CCCC3)c(=O)[nH]c12	7%	i	59	0.9%	-2%	0.1%	-5%	-4%	1.1	0.9%
CC(C)N(Cc1nccn1C)C(=O)c1cc(COc2cccc(C(F)(F)F)c2)on1	.	i	16	2.6%	.	-0.3%	.	.	.	4.0%
O=C(OCc1c(F)cccc1Cl)c1cnccn1	11%	i	22	0.4%	-4%	0.4%	12%	-3%	1.1	1.8%
CCC(C(=O)Nc1ccc(C(C)C)cc1)c1ccccc1 (stereo not drawn)	-4%	i	66	0.2%	-1%	-0.5%	5%	-5%	1	0.6%
N=C1c2ccccc2CN1NC(=O)c1cccc(S(=O)(=O)N2CCCC2)c1	-8%	i	48	0.2%	10%	0.1%	3%	12%	1.1	1.2%
Cc1ccc(NC(=S)N/N=C/c2ccc(OCCC(C)C)cc2)c(C)c1	4%	i	31	0.2%	10%	.	8%	-7%	1.1	3.9%
COc1ccc(Nc2ncnc3c2oc2ccccc23)cc1	6%	i	56	0.4%	-7%	-0.2%	-1%	0%	1.1	3.3%
Cc1ccc(NC(=O)c2cc3ccccc3cc2O)cc1	.	i	38	1.5%[50 µM]	.	-1.0%	.	.	.	5.6%
C=CCNC(=O)CSc1nnc(C(CC)N(C)C)n1C1CCCCC1 (stereo not drawn)	.	i	34	0.0%	0%	-0.3%	.	-8%	.	1.9%
CCOc1cc(C=O)ccc1OCC(=O)N1CCCC1	6%	i	48	0.5%	5%	0.9%	2%	10%	1.1	2.2%
CCCNC(=O)c1onc(CSc2ccc(Cl)cc2)c1C(=O)NCCOC	.	i	34	1.5%	.	-0.7%	.	.	.	0.6%
CCOC(=O)C1(Cc2cccc(OC)c2)CCN(CC(O)CO)CC1 (stereo not drawn)	.	i	28	-0.1%[50 µM]	1%	-0.3%	.	0%	.	0.1%
COc1ccc(OC)c(C2Nc3nc4ccccc4n3C(C)=C2C(=O)Nc2ccc(C)cc2C)c1 (stereo not drawn)	-5%	i	30	13%	-12%	1.7%	1%	1%	1.1	8.3%
O=C(c1cc2c(s1)-c1ccccc1OC2)N1CCCC1	-2%	i	65	-4.1%	4%	-0.1%	2%	-64%	1.1	6.0%
CCN(CC(=O)Nc1ccc(C)c(F)c1)CC(=O)NC(C)(C)C	-2%	i	60	-0.1%	2%	-0.7%	-6%	1%	1.1	1.7%
C/C(=C/c1ccccc1)C(=O)N1CCN(c2ccccc2)CC1	.	i	43	-2.2%	.	-0.4%	.	.	.	1.5%
Cc1cccc(OCc2nnc(SCC(=O)N3CC(=O)Nc4ccccc43)o2)c1	2%	i	1	0.4%	7%	-0.9%	1%	-3%	1.1	3.9%
Cc1cc(NC(=O)c2cccc(S(=O)(=O)N3CC(c4ccccc4)CC3=O)c2)no1 (stereo not drawn)	14%	i	44	2.5%	0%	-0.2%	15%	0%	1.1	-0.7%
CCCc1cc(=O)[nH]c(SCC(=O)Nc2sc3c(c2C#N)CCCC3)n1	.	i	7	-1.7%[50 µM]	.	0.7%	.	.	.	8.0%
COc1ccc(-c2nc(N)ncc2-c2ccc(Cl)cc2)c(O)c1	.	i	21	0.3%	.	-0.2%	.	.	.	-0.2%
Cc1cccc(NC(=S)NCC(c2cccnc2)N2CCOCC2)c1 (stereo not drawn)	-6%	i	44	-0.2%	-2%	-0.2%	-2%	-7%	1.1	0.4%
Cc1ccc2nc(-c3ccc(NC(=S)NCCC(C)C)cc3)sc2c1	.	i	40	2.4%	.	0.0%	.	.	.	3.1%
CCN(CC)S(=O)(=O)c1ccc(/C=C/C(=O)OCC(=O)N(C)C)cc1	-4%	i	41	-0.1%	6%	0.2%	-6%	-5%	1.1	-0.8%
COc1ccc(S(=O)(=O)Nc2cccc(SC)c2)cc1C(=O)N1CCOCC1	.	i	26	0.3%	.	0.1%	.	.	.	2.0%
O=C1c2ccccc2C(=O)c2c(Nc3ccc(CCO)cc3)ccc(O)c21	.	i	11	-1.0%[50 µM]	5%	0.0%	.	4%	.	14%
Cc1cc(C)c(-c2cc(NC(=O)CSc3nncn3C)n(-c3ccccc3)n2)cc1C	12%	i	38	1.2%	3%	-0.1%	0%	-4%	1	5.5%

Of the compounds above, six contain fluorine:
SMILES	PMI inhibition	T cell HTS	T cell HTS vesicle-bound %	UTI89 phage lysis	P. falciparum M1AAP	West Nile virus CPE	human PMI inhibition	M17LAP inhibition	TNAP activators	RSV antiviral HEp-2
CCOC(=O)C1CCCN(C(=O)Cc2c(F)cccc2Cl)C1 (stereo not drawn)	-3%	i	38	0.0%	-4%	-0.4%	4%	3%	1.1	0.7%
O=c1ccc(-c2ccc(S(=O)(=O)Nc3cccc(F)c3)o2)n[nH]1	.	i	6	-0.2%	.	0.4%	.	.	.	1.5%
C/C(=C\C(=O)c1ccc(F)cc1)Nc1ccc(N2CCOCC2)cc1	12%	i	26	0.6%	7%	-0.9%	15%	-1%	1.1	22%
CC(C)N(Cc1nccn1C)C(=O)c1cc(COc2cccc(C(F)(F)F)c2)on1	.	i	16	2.6%	.	-0.3%	.	.	.	4.0%
O=C(OCc1c(F)cccc1Cl)c1cnccn1	11%	i	22	0.4%	-4%	0.4%	12%	-3%	1.1	1.8%
CCN(CC(=O)Nc1ccc(C)c(F)c1)CC(=O)NC(C)(C)C	-2%	i	60	-0.1%	2%	-0.7%	-6%	1%	1.1	1.7%
